Source: PubChem BioAssay (several laboratories)
CAL PDZ FP-1: untagged CAL PDZ binding inhibitors, primary screen, biochemical, fluorescence polarization, HTS | AID 602252, 2012 | hit rate 0.92% among 300,000 | Golgi-associated PDZ and coiled-coil motif-containing protein (Homo sapiens), Q9HD26 | inhibition, % at 24.9 µM | purified CAL PDZ, TMR-peptide fluorescence polarization, 1 h;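 active = mean inhibition of at least 30% with at least half of replicates also reaching 30%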;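 note: 0% = DMSO neutral control and 100% = excess unlabeled competitor peptide PRC23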
Keap1-Nrf2 PPI: Keap1-Nrf2 protein-protein interaction inhibitors, primary screen, biochemical, fluorescence polarization, single point. inhibition, % at 9.4 µM. hit rate 0.15% among 340,000. AID 504523, 2011. Keap1 Kelch-Nrf2 peptide fluorescence polarization, 1536-well. Kelch-like ECH-associated protein 1 (Homo sapiens), Q14145; in the data active = inhibition above about 12%;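 note: human Keap1 Kelch domain with fluorescein labeled Nrf2 9mer peptide probe; 0% = neutral control wells and 100% = peptide positive control; higher means more block of Keap1 binding to Nrf2 peptide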
DSG3 Ab inh: inhibitors of pemphigus antibody binding to DSG3, primary screen, biochemical, bead-based, flow cytometry, scFv-GFP; hit rate 0.48% among 310,000; DSG3-coupled beads, scFv-anti-DSG3-GFP binding; active compounds read low; AID 588358, 2011; Desmoglein-3 (Homo sapiens), P32926; binding (percent of control), % at 10 µM;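 active = binding more than 3 SD below its plate's average and above zero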;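 note: hits lower antibody fragment binding to DSG3; some compounds called inactive have numbers as strong as hits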
NSD2 HMT inh: NSD2 histone methyltransferase inhibitors, primary screen, biochemical, AlphaScreen, single concentration, set 2 | Histone-lysine N-methyltransferase NSD2 (Homo sapiens), O96028 | NSD2 peptide methylation, 120 min | inhibition, % at 12.5 µM | hit rate 0.54% among 310,000 | AID 743445, 2014; in the data active = inhibition above about 50%
Target sequence (O96028 whole entry, looked up): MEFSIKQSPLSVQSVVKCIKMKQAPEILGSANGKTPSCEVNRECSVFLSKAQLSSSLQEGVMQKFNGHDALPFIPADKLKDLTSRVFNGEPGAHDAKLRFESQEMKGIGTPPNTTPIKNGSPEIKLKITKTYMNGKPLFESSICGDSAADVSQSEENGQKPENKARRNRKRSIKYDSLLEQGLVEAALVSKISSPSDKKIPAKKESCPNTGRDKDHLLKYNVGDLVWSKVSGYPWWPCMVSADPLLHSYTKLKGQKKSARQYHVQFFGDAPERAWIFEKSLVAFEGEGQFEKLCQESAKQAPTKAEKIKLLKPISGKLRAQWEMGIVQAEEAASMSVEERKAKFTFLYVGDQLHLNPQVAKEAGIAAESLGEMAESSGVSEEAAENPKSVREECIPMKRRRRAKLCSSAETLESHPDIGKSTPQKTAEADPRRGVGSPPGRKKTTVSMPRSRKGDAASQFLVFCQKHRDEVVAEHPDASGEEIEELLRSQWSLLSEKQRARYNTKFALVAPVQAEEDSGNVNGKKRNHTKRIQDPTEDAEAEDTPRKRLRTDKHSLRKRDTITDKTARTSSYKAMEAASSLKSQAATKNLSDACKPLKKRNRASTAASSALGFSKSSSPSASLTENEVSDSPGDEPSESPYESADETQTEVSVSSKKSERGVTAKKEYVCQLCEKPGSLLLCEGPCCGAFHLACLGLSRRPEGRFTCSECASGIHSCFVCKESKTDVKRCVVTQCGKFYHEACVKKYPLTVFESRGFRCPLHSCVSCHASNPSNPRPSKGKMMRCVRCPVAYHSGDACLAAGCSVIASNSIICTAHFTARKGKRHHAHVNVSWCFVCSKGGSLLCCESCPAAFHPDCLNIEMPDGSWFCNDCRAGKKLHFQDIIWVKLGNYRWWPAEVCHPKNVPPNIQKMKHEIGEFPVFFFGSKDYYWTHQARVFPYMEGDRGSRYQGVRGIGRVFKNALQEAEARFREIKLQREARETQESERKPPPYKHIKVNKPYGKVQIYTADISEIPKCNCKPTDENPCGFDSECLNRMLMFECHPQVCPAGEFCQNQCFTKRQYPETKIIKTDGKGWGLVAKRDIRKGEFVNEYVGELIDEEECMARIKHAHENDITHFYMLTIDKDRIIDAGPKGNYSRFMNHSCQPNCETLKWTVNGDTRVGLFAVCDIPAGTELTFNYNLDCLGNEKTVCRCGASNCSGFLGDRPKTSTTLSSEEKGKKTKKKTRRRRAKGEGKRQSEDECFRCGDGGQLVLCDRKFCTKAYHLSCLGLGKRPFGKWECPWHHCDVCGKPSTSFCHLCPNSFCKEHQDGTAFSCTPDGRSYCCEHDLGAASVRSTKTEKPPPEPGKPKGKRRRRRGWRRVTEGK
LANA DNA inh: inhibitors of KSHV C-LANA binding to DNA, primary screen, biochemical, fluorescence polarization, FAM-LBS DNA, MBP-C-LANA, single point. Kaposi's sarcoma herpesvirus LANA C-terminal domain (residues 932-1162) DNA binding. inhibition, % at 9 µM. hit rate 0.078% among 340,000;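 active = highest replicate inhibition at or above 60% at 9 µM, even if other replicates fall short; inactive = all replicates below 60% inhibition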;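 note: 0% = neutral control wells and 100% = 4 µM acridine orange control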
Arr AP2 block: inhibitors of beta-arrestin/AP2 binding, primary screen, biochemical, GPCR trafficking, flow cytometry; AID 504490, 2011; inhibition, % at 10 µM; beta-arrestin 1 C-terminal peptide binding to AP2 beta2-adaptin appendage (human); FITC-arrestin peptide / GST-AP2 beads; AP2 beta2 appendage carries R879A mutation; hit rate 0.31% among 340,000;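 active = inhibition above a set limit, near 3 SD of compounds lacking own fluorescence, cut at about 54% in these data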;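 note: plate controls were DMSO wells for no effect and 5 µM unlabelled arrestin peptide for full effect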
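test system = AP2 appendage R879A on GSH beads | buffer or medium = PBS plus Tween 20 (0.05%) and BSA (0.1%) | incubation = 12 min plus 1 h, RT | detection = bead flow cytometry, FITC channel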
Cardiac RTF inh: cardiac RTF calcium sensitivity inhibitors, primary screen, biochemical, IANBD-TnC fluorescence, EC70 calcium; Troponin I, cardiac muscle (Homo sapiens) + Troponin T, cardiac muscle (Homo sapiens) + …; IANBD-labeled cardiac RTF, Ca2+ fluorescence; inhibition, % at 7.15 µM; hit rate 0.12% among 340,000; AID 493244, 2011;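 active = inhibition above the mean inhibition of all tested compounds plus 3 SD, cut at about 17% in these data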;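 note: assay run at fixed EC70 calcium of 1.6 mM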
DAGLB inhibitor: DAGLB lipase inhibitors, primary screen, biochemical, fluorescence, HTS. Diacylglycerol lipase-beta (Homo sapiens), Q8NCG7. HEK293T DAGLB membrane lysate, EnzChek fluorogenic substrate. inhibition, % at 5.17 µM. hit rate 0.059% among 340,000. AID 504411, 2011; in the data active = inhibition above about 34%;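 note: 0% = enzyme with vehicle and 100% = wells lacking enzyme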
CAL PDZ FP-2: CAL PDZ peptide-binding inhibitors, primary screen, biochemical, fluorescence polarization, Cer-tagged CAL PDZ, HTS. Golgi-associated PDZ and coiled-coil motif-containing protein (Homo sapiens), Q9HD26. purified CAL PDZ, TMR-peptide fluorescence polarization, 1 h. inhibition, % at 20 µM. hit rate 0.02% among 330,000. AID 504414, 2011;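 active = highest replicate inhibition of at least 40%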;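 note: plate controls were DMSO neutral control wells for no effect and unlabeled competitor peptide control wells for full effect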
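Assay system – tagged CAL PDZ protein CerCALP, purified · Timing – 1 h at RT · Compound – single point, 20 µM · Measured by – fluorescence polarization from S- and P-plane intensities, G-factor corrected · Evaluation – inhibition from polarization loss · Probe or stimulus – TMR reporter peptide T*-PRC34 · Buffer or medium – pH 7.4 phosphate-saline buffer, reducing agent, detergent, IgG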
V-ATPase pHluor: regulators of yeast V-ATPase proton pumping, primary screen, pHLuorin cytosolic pH fluorescence; S. cerevisiae; response, % at 10 µM; hit rate 0.37% among 350,000; AID 504577, 2011; in the data active = response mostly above about 7.3%, no sharp cut-off; inactive = mostly below about 5.4%; note: actives read high; inactives centre near 0; some compounds called inactive have numbers as strong as hits; reference of the scale not given here
An asterisk follows results filed as active; · = not tested or not shown; & = joins results of further samples.

Fields: CAL PDZ FP-1 | Keap1-Nrf2 PPI | DSG3 Ab inh | NSD2 HMT inh | LANA DNA inh | Arr AP2 block | Cardiac RTF inh | DAGLB inhibitor | CAL PDZ FP-2 | V-ATPase pHluor
CC1(C)CC2CC(C)(CN2CC(O)c2ccccc2)C1 (configuration not stated)
    -1 | -4 | 104 | -4 | -1.3 | -1 | -7 | -1 | -0.7 | -2
Cc1ccc(/C=C/C(=O)Nc2ccncc2)o1
    -6 | -3 | 99 | 3 | 1.4 | 35 | -7 | -1 | -0.7 | -1
O=C(Nc1ccc(F)c(F)c1)c1ccc(F)c(S(=O)(=O)N2CCC3(CC2)OCCO3)c1
    · | 2 | 100 | -3 | -0.3 | -10 | 3 | -7 | -0.5 | 1
CCOC(=O)c1c(C)c2c(=O)[nH]cnc2n1-c1ccccc1
    -4 | -2 | 91 | 6 | -1.1 | 12 | -11 | -1 | -0.2 | -2
CCn1c(=O)c(C(C)=O)nc2ccccc21
    -2 | -1 | 95 | 1 | 0.0 | 29 | -8 | 0 | 0.4 | -6
O=C(Nc1ccccc1OC(F)F)c1ccc(-n2cncn2)c([N+](=O)[O-])c1
    -2 | -4 | 99 | 0 | 0.6 | -5 | 87* | 1 | -1.6 | -2
CCCCc1ccc(NC(=O)c2ccc(NS(C)(=O)=O)cc2)cc1
    -12 | 0 | 91 | -4 | -0.9 | -18 | -6 | 1 | 0.7 | -4
COc1cccc(NC(=O)[C@@H]2CCCN2C(=O)[C@@H]2Cc3ccccc3CN2C(=O)OC(C)(C)C)c1
    0 | -2 | 99 | -5 | 0.3 | -3 | 4 | 2 | -2.8 | -2
CCn1cc(C(=O)OCC(=O)c2ccc(Cl)cc2)c(=O)c2ccc(C)nc21
    8 | -6 | · | -3 | -1.0 | -12 | -9 | 3 | 0.0 | -2
COc1cccc(C(=O)N2CCOCC2)c1OC
    -7 | -4 | 115 | 3 | -0.5 | 11 | 12 | -1 | -1.0 | -3
CCOc1ccc(CN2CCNC(=O)C2CC(=O)NCc2csc(C)n2)cc1 (configuration not stated)
    · | 1 | 103 | 4 | 4.2 | 0 | -5 | -1 | 0.7 | -1
COc1ccccc1CN1CCCC(CN(CCN(C)C)C(=O)C2CCCC2)C1 (configuration not stated)
    -6 | -7 | 118 | 7 | -0.3 | -3 | -4 | -1 | -0.6 | 0
Nc1ccc(Oc2cccc(Oc3ccc(N)cc3)c2)cc1
    39* | -2 | 84 | · | 2.0 | 11 | 2 | 6 | -4.0 | 2
O=C(c1ccccc1)c1ccccc1C(=O)c1ccccc1
    -6 | 1 | 104&111 | 15&-3 | 0.9 | 24&-13 | 1 | -4 | · | -2&-2
C=CCn1c(SCCN2C(=O)c3ccccc3C2=O)nc2scc(-c3ccccc3)c2c1=O
    0 | -1 | 98 | · | 2.6 | 2 | -10 | -1 | -1.1 | 2
O=C(c1ccc(Br)o1)N1CCN(Cc2ccccc2Cl)CC1
    -1 | -2 | 97 | 2 | -0.1 | 3 | -3 | -2 | -0.7 | 1
COc1cc(/C=N/NC(=O)CN2CCCCC2)ccc1OCc1ccccc1
    -3 | 0 | 104 | 2 | -2.5 | -6 | -6 | -2 | 0.8 | 9.6*
Cc1ccc(-c2nc3ncccn3c2NC2CCCCC2)o1
    1 | -3 | · | 5 | 0.5 | 22 | 1 | 2 | 0.2 | 2
O=S(=O)(Nc1ccc(Cl)c(C(F)(F)F)c1)c1cnc[nH]1
    -6 | -1 | 105 | 2 | 0.1 | 25 | -5 | 1 | -1.5 | -5
Cc1ccccc1N(C(=O)Cc1cccs1)C(C(=O)NCC1CCCO1)c1cccnc1 (configuration not stated)
    -5 | -4 | 104 | · | 3.4 | -8 | -1 | -4 | -0.7 | 0
O=C(NC1CCCC1)c1cnn2c(C(F)(F)F)cc(-c3ccc4c(c3)OCO4)nc12
    -1 | 0 | 95 | · | -2.2 | 5 | -1 | 2 | -0.3 | -5
Cc1ccc(NCc2nnc3n2CCCCC3)c(C)c1
    -5 | -5 | 84 | · | -1.3 | -2 | -23 | 1 | -3.2 | 6
O=C(/C=C/c1ccc(Cl)cc1)Nc1ccc(S(=O)(=O)Nc2ncccn2)cc1
    -3 | 2 | 108 | 4 | 2.5 | 7 | -2 | 2 | -1.7 | 1
COc1ccc(CCNC(=O)C2CCN(Cc3nc(-c4ccccc4C)oc3C)CC2)cc1OC
    1 | -3 | 105 | 4 | -0.4 | -2 | -5 | 0 | -1.0 | 5
Cc1ccc(-c2nnc(N3CCN(C(=O)c4ccco4)CC3)c3ccccc23)cc1
    -8 | -4 | 92 | 0 | -1.7 | 32 | -5 | 0 | · | 0
CCOc1ccccc1Nc1nnc(SCC(=O)NC2CC2)s1
    -2 | -3 | 79 | -2 | -0.2 | -10 | -4 | -1 | -0.2 | -3
CCOC(=O)C1(CC2CCCCO2)CCN(S(=O)(=O)c2ccc(OC)cc2)CC1 (configuration not stated)
    2 | 5 | 98 | -1 | -0.7 | 8 | 0 | -5 | -0.5 | 0
O=C(O)CC(NC(=O)C1CCCCC1)c1ccc(OC2CCCC2)cc1 (configuration not stated)
    5 | 3 | 97 | 0 | -2.4 | 19 | 1 | 2 | -0.4 | 1
O=C1C2CSCN2C(=O)CN1CCCN1CCN(C(c2ccccc2)c2ccccc2)CC1 (configuration not stated)
    -1 | -8 | 87 | 3 | -1.8 | -1 | -6 | 0 | -2.2 | 3
CCOC(=O)c1c(-c2ccccc2)cn2ccccc12
    7 | -4 | · | 5 | -0.1 | 5 | -2 | -9 | -1.1 | 0
COc1ccc(-c2nnc(SCC(=O)NC(=O)Cc3ccccc3)n2C)cc1
    -2 | 2 | 109 | 2 | -1.0 | 11 | -9 | 3 | -0.5 | -1
COC(=O)C(NC(C)=O)(Nc1nc2c(C)cc(C)cc2s1)C(F)(F)F (configuration not stated)
    -5 | 0 | 88 | 1 | 2.7 | -6 | -5 | -3 | 0.4 | -2
CN1CCc2cc3c(c4c2C1CC41CCC(=NO)CC1)OCO3 (configuration not stated)
    -3 | 3 | 116 | 0 | 6.7 | 18 | 2 | -2 | -0.3 | -4
c1ccc(COCC2CCNCC2)cc1
    -3 | -3 | 120 | 23 | 1.5 | 12 | -5 | -1 | 0.2 | 3
CC(N)C12CC3CC(CC(C3)C1)C2 (configuration not stated)
    -1&-7 | -6&-1 | 99 | -1 | 0.1&-1.5 | 8&3 | -7&-5 | 2&2 | -1.8&-1.6 | 3&-1
O=C(c1ccco1)N(Cc1ccc([N+](=O)[O-])cc1)c1ccc(Br)cc1
    -2 | 1 | 107 | 8 | -1.3 | -19 | 0 | 2 | -0.4 | 2
COc1ccc(S(=O)(=O)N(C)C)cc1NC(=O)CSc1nncs1
    0 | -1 | 119 | 0 | 1.8 | 10 | -10 | -2 | -3.5 | 2
CC(=O)c1c[nH]c(C(=O)NCc2cccc(C(F)(F)F)c2)c1
    1 | 0 | 95 | -2 | -1.2 | 24 | 0 | 2 | -1.4 | 0
CC(C)C(=O)N1CCN(c2ccccc2NC(=O)c2ccc3c(c2)OCCO3)CC1
    · | 0 | 102 | 3 | 1.9 | -10 | -12 | 5 | 0.3 | -3
COCCn1c(NCc2ccco2)nc2c1c(=O)[nH]c(=O)n2C
    1 | -1 | 92 | -2 | 1.1 | 9 | -8 | 0 | -1.1 | -2
COc1cc(/C=N/NC(=O)CSCc2ccc([N+](=O)[O-])cc2)cc(OC)c1OC
    -2 | 0 | 103 | -3 | 2.7 | -6 | -16 | -1 | -1.3 | 2
CN(CC1CCOCC1)C(=O)CC1C(=O)NCCN1Cc1cccc(C(F)(F)F)c1 (configuration not stated)
    -4 | -2 | 110 | 2 | 0.4 | -2 | -8 | 0 | -0.3 | 1
COCCn1nnnc1CN1CCN(C(=O)c2ccco2)CC1
    1 | -1 | 95 | -6 | 1.8 | -7 | 4 | -1 | -0.9 | 3
Cc1cc(C)c(C)c(S(=O)(=O)N2CCC(C(=O)Nc3ccncc3)CC2)c1C
    -8 | 2 | 111 | 0 | 2.0 | -25 | -4 | 2 | 2.1 | -3
CCC(C)NC(=O)CN1C(=O)c2cccc3cccc1c23 (configuration not stated)
    -5 | -5 | 112 | -3 | 0.6 | 11 | -3 | 3 | 1.3 | -5
C[C@@H]1COC(=O)[C@@H](CC(=O)OC(C)(C)C)C/C=C\C[C@@H](CC(=O)N[C@H](CO)Cc2ccccc2)C(=O)N1
    -7 | 0 | 102 | · | 0.4 | -3 | -5 | -3 | -1.6 | 0
Cc1ccc(S(=O)(=O)CCC(=O)NCc2ccccc2Cl)cc1
    1 | 1 | 102 | 0 | 0.8 | · | -10 | -1 | -2.1 | -2
CCc1ccccc1NC(=O)CN(c1ccc(OC)cc1OC)S(=O)(=O)c1ccccc1
    -4 | 1 | 94 | 11 | -0.6 | -4 | -12 | -5 | -0.7 | -9
O=C1/C(=C/c2ccccn2)SC(=S)N1c1ccc(O)cc1
    -11 | -1 | 93 | · | -0.3 | 9 | 3 | -50 | -0.7 | -1
CCn1cc(C(=O)Nc2cccc(NC(C)=O)c2)c2cc(OC)c(OC)cc2c1=O
    -3 | -2 | · | 1 | -1.0 | -4 | 5 | 0 | -1.4 | -4
COCCN(C(=O)c1snc(C(N)=O)c1N)C(C(=O)NC1CCCC1)c1cc(OC)c(OC)c(OC)c1 (configuration not stated)
    8 | 4 | 101 | -1 | 3.0 | 38 | 4 | -2 | -0.9 | 1

An excerpt. The share of hits here may be higher or lower than overall.
